GLP-1R inv ag = inverse agonists of human GLP-1 receptor | 410,000 tested, 1.6% active | P43220 | HEK293 GLP-1R CRE-luciferase, luminescence, 24 h; GLP-1R form is constitutively active | Potency, µM (top dose mostly 38.3 µM), for the others: at the top dose activity change, negative = inhibition, usual class: inhibitors; note: potency is the fitted concentration of half-maximal effect; % is set by controls: 0 for no effect and ±100 for the full control effect; nearly all actives have a fitted effect of over 55% in size
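Luminescence readout: a drop in cAMP-driven luciferase signal flags inverse agonism at a constitutively active GLP-1R stably expressed in HEK293. Compound exposure lasted 24 hr at 37 deg C, 5% CO2.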
GLP1R ag = agonists of human GLP-1 receptor. HEK293 GLP-1R CRE-luciferase, luminescence, 4-6 h; cells express a hypersensitive GLP-1R form. Potency, µM (top dose mostly 45.6 µM), for the others: at the top dose activation, hits mostly activators. 380,000 tested, 0.007% active. AID 624172; note: potency is the fitted concentration of half-maximal effect; % of control where 0% means no effect
D3 ag = D3 dopamine receptor (human) agonism | max activation, % | D3R DiscoveRx beta-arrestin cells, luminescence, 90 min | P35462 | 410,000 tested, 0.58% active; in the data active = max activation above about 30%; note: 0% is about no effect; mostly tested at two doses, the higher about 12 µM
Target sequence (P35462 whole entry, looked up): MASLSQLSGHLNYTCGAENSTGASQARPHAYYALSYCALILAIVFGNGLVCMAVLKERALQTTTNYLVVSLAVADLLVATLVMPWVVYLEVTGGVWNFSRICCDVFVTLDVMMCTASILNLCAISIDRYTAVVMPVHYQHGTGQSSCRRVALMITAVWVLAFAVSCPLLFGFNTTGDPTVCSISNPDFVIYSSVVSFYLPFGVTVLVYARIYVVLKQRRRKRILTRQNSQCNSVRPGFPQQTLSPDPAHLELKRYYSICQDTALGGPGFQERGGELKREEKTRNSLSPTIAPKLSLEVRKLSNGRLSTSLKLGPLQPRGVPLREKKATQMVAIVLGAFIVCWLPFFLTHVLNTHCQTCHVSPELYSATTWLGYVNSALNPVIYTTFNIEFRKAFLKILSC
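Cells at 1500/well, incubated overnight, then treated with pinned compounds (dopamine as control) for 90 min at 37 degrees C. DiscoveRx reagent added for 30 - 60 minutes at room temperature; luminescence read.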
GLP1R cytotox = cytotoxicity counter-screen for GLP-1 receptor inverse agonists. HEK293 cAMP-luciferase reporter cells, luminescence, 24 h. 410,000 tested, 0.13% active. Potency, µM (series often up to 38.3 µM), without a hit: at the top dose activity change, negative = inhibition, most hits filed as inhibitors. AID 624418;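 note: loss of luciferase light is scored as toxicity; potency is the fitted concentration of half-maximal effect; % is set by controls: 0 for no effect and ±100 for the full control effect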
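To flag toxic compounds, the library was rerun on cells for 24 hr at 37 deg C and 5% CO2. Viability-linked luminescence was captured 12 min after adding luciferase detection reagent.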
PTHR1 ag = activates the human parathyroid hormone receptor PTHR1. HEK293 GP2 PTHR1 cells, GloSensor cAMP luminescence, 1 h. Potency, µM (titrated, usually from 115 µM), inactives show at the highest dose activation, hits mostly activators. 410,000 tested, 0.075% active; note: potency is the fitted concentration of half-maximal effect; nearly all actives have a fitted effect of over 55% in size; some results filed as inactive show a strong effect at the top dose; inactives centre near -15; many of its hits are not listed in these tables
Target sequence (Q03431 whole entry, looked up): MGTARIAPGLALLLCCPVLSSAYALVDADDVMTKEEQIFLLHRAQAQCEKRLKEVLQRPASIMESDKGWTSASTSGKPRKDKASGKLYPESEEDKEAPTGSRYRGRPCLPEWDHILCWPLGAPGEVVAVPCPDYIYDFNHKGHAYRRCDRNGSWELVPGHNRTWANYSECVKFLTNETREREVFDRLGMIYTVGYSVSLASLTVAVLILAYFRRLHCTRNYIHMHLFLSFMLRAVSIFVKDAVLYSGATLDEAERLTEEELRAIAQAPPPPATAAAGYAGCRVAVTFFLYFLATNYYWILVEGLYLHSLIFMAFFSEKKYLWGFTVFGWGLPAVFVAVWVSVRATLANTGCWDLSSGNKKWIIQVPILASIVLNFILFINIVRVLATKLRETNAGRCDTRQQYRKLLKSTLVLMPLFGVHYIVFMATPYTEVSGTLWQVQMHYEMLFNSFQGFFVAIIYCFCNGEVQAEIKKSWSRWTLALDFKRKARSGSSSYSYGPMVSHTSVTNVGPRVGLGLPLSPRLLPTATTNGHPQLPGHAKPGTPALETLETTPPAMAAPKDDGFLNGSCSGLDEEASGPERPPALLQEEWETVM
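HEK-293-derived GP2 cells expressing PTHR1 and a GloSensor cAMP reporter, 3,000/well, plated overnight, given luciferin plus IBMX (each 0.5 mM as added) for 1 h at 37 °C, then compound for 1 h at 37 °C. Luminescence was read after 15 min at room temperature.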
TDP-43 yeast inh = TDP-43 toxicity inhibition in yeast. AID 652104. TDP-43 expressing yeast growth rescue, BacTiter-Glo, 24 h. Potency, µM (series often up to 46.1 µM), without a hit: top-dose growth rescue (activation), hits mostly activators. 410,000 tested, 1.8% active; note: potency is the fitted concentration of half-maximal effect; % of control where 0% means no effect; nearly all actives have a fitted effect of over 50% in size
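Readout is BacTiter-Glo luminescence of cell growth, so inhibitors register as activators. TDP-43-expressing yeast at OD600=0.02 in galactose medium, after raffinose pregrowth to mid-log, were incubated with compound for 24 hr at 30 deg C.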
DRD3 antagonist = D3 dopamine receptor (human) antagonism. P35462. D3R cells, DiscoveRx beta-arrestin luminescence, antagonist mode; active compounds read low. max response, negative = inhibition, %. 360,000 tested, 2.5% active. AID 652054; in the data active = max response below about -50%; inconclusive = no clear call, values can overlap the other calls; note: % is set by controls: 0 for no effect and ±100 for the full control effect; mostly tested at two doses, the higher about 12 µM
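Cells expressing the human receptor were seeded at 1500 cells/well, incubated overnight at 37 degrees C in 5% CO2, then exposed to library compounds with dopamine controls for 90 minutes at 37 degrees C before luminescent detection.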
aSyn yeast inh = inhibitors of alpha-synuclein toxicity in yeast; Potency, µM (doses to about 46.1 µM), for the others: at the highest dose growth rescue (activation), actives largely listed as activators; 370,000 tested, 0.14% active; Yeast expressing alpha-synuclein, growth rescue, BacTiter-Glo, 24 h; note: potency is the fitted concentration of half-maximal effect; % of control where 0% means no effect; nearly all actives have a fitted effect of over 65% in size
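Galactose-induced alpha-syn yeast (OD600=0.02, raffinose-pregrown) + pinned cpd, 24 hr, 30 deg C; growth by BacTiter-Glo luminescence. Growth restoration scores as activation.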
KB-V1 MDR tox = KB-V1 MDR subline cytotoxicity | KB-V1 MDR cells viability, CellTiter-Glo, 72 h | Potency, µM (top dose mostly 46.1 µM), for the others: at the top dose activity change, negative = cytotoxicity, usual class: cytotoxic | 400,000 tested, 3.4% active; note: potency is the fitted concentration of half-maximal effect; % is set by controls: 0 for no effect and ±100 for the full control effect; nearly all actives have a fitted effect of over 60% in size
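Readout: CellTiter-Glo luminescence, 10 min after addition. Cells: KB-V1 MDR subline, 72 h at 37 degrees C with compound. Analysis: corrected, normalized data fitted to concentration-effect curves.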
An asterisk follows results filed as active; i = inactive; ? = inconclusive; nt = not tested or not shown; [ ] = dose if it differs, or a comment. Unless noted, calls come from the whole dose curve; as a rule, active = well fitted curve in the direction sought with a large enough effect; inconclusive = small, poorly fitted or top-dose-only effect, or another doubt; inactive = no such curve, though single readings can be large; an effect the other way counts as inactive or inconclusive. The list is partial; rates above refer to the full screens.

Below each SMILES – GLP-1R inv ag | GLP1R ag | D3 ag | GLP1R cytotox | PTHR1 ag | TDP-43 yeast inh | DRD3 antagonist | aSyn yeast inh | KB-V1 MDR tox
- Cc1ccc(NC(=O)CC(=O)Nc2ccc(C)cc2)cc1
 : 1% | 2% | -15 | 0% | -6% | 0% | -13 | -3% | -4%
- COc1ccc(-n2c(N)c(C#N)c3ccc([N+](=O)[O-])cc3c2=O)cc1
 : 3% | -10% | 5 | -8% | -22% | 14% | 11 | -1% | -6%
- COC(CNC(=O)c1ccc(N2CCc3ccccc32)c([N+](=O)[O-])c1)OC
 : 1% | 10% | -3 | ? | -20% | ? | -8 | 8% | 15µM*
- CC(C)CC(=O)Nc1ccc(C(=O)CN2CCN(c3ccc(O)cc3)CC2)cc1
 : -15% | 2% | 21 | -4% | i | -6% | -14 | -1% | 10%
- COc1ccc(NC(=O)C2CCCN(S(=O)(=O)c3cccc4cccnc34)C2)cc1OC (stereo not given)
 : 46%[activator] | 16% | 1 | -14% | -35%[inhibitor] | 14% | 58 | -17% | ?
- COc1ccc(CC(NC(C)=O)C(=O)NC2CCN(C(=O)C3CC3)CC2)cc1OC (stereo not given)
 : 7% | 5% | 1 | -1% | -25% | 0% | -6 | 0% | 14%
- CC(=O)Nc1ccccc1OCc1nnc(-c2ccc(Cl)cc2)o1
 : 18% | 1% | -16 | -1% | -58% | 12% | -8 | -1% | -20%
- CC(C)=CCC[C@](C)(O[C@@H]1O[C@H](CO[C@@H]2O[C@H](CO)[C@@H](O)[C@H](O)[C@H]2O)[C@@H](O)[C@H](O)[C@H]1O)C1CC[C@]2(C)C1C(=O)CC1[C@@]3(C)CC[C@H](O[C@H]4O[C@@H](CO)[C@H](O)[C@@H](O)[C@@H]4O)C(C)(C)C3CC[C@]12C (stereo not given in full)
 : 14% | 5% | 15 | -5% | i | 10% | 32 | 5% | 0%
- CN1CCN(c2nc3c(c(=O)n(C)c(=O)n3C)n2Cc2ccccc2)CC1
 : 17% | 5% | 7 | -14% | -11% | -1% | 7 | -2% | -2%
- COc1ccccc1-c1noc(-c2ccncc2)n1
 : 57%[activator] | 5% | -2 | -1% | -19% | -3% | 2 | -7% | 0%
- CCN(CC(=O)Nc1c(F)cccc1F)C(=O)c1cnc(C)cn1
 : 12% | -3% | 5 | 3% | -10% | 8% | 28 | 2% | ?
- CCc1cccc(NC(=O)CCS(=O)(=O)c2ccc3c(c2)NC(=O)CO3)c1
 : ? | 0% | -7 | -12% | -8% | 2% | 8 | -5% | 14%
- CCCCC(Sc1nc2cc3c(cc2c(=O)n1CCCC(=O)NCc1ccc(OC)cc1)OCO3)C(=O)OCC (stereo not given)
 : 6% | nt | -13 | 13% | 11% | 9% | nt | nt | nt
- CCn1c(=O)sc2cc(NS(=O)(=O)c3ccc(C)cc3)ccc21
 : -5% | 8% | 4 | 4% | -20% | 33% | nt | nt | -9%
- c1ccc(C2(CNc3ccccn3)CCCC2)cc1
 : -3% | -4% | -11 | -2% | i | -15% | 8 | -7% | -1%
- CCOC(=O)C1(Cc2cccc(F)c2)CCN(C(=O)C2CCCO2)CC1 (stereo not given)
 : 12% | 1% | 2 | 16% | 0% | 14% | -16 | 8% | 0%
- O=C(O)C(=Cc1cccc([N+](=O)[O-])c1)c1ccc(Cl)cc1
 : 4% | 0% | 0 | -15% | -13% | -9% | 1 | 2% | 0%
- CCN(CC)C(=O)[C@H]1C[C@H](CC(=O)NCc2ccco2)C(=O)N2CCc3c([nH]c4cc(CCC(=O)N(C)C)ccc34)[C@]12C
 : 6% | 4% | -4 | -1% | i | 9% | 12 | -6% | 0%
- COc1ccccc1NC(=O)Nc1cc(F)ccc1F
 : ? | 0% | 5 | 0% | -38%[inhibitor] | 28% | 2 | -8% | 3%
- COc1ccc(/C(O)=C2/C(=O)C(=O)N(CCCC(=O)O)C2c2ccc(OC)cc2)cc1 (stereo not given)
 : -5% | -6% | 2 | -14% | i | -5% | 13 | -11% | 17%
- O=C(NCCc1cccc(F)c1)[C@@H]1CSC2c3ccccc3C(=O)N21 (stereo not given in full)
 : -29% | 9% | 1 | -3% | i | -1% | -6 | 13% | -1%
- Cc1ccnc(NS(=O)(=O)c2ccc(NC(=O)Cc3c(F)cccc3Cl)cc2)n1
 : 11% | 13% | 6 | -27% | -36%[inhibitor] | 5% | 2 | 3% | -1%
- COc1cccc(NC(=O)C(C)C)c1
 : 7% | 3% | 7 | -5% | i | 4% | -5 | 0% | 5%
- O=C(NNC(=O)c1ccc(-n2cncn2)c([N+](=O)[O-])c1)c1ccc(Cl)cc1
 : 22% | 11% | -7 | 5% | i | 2% | -14 | 1% | -1%
- COc1ccc(-c2[nH]nc3c2C(c2ccsc2)C(C#N)=C(N)O3)cc1 (stereo not given)
 : -9% | -12% | -17 | 6% | -15%[57.5 µM] | -24% | 12 | 0% | -4%
- C=CCNS(=O)(=O)c1cccc(C(C)=O)c1
 : 12% | -2% | 8 | 62% | -20% | -13% | 7 | -4% | 0%
- O=C(Nc1cc2c(cc1Br)OCCO2)c1ccco1
 : 0% | -1% | 28 | 5% | -17%[57.5 µM] | 16% | 26 | -2% | -20%
- COc1ccc(C(=O)Nc2ccc(F)cc2F)cc1OC
 : 79%[activator] | 4% | 5 | -15% | i | ? | 12 | 2% | 1%
- O=C(Cc1sc(Nc2ccccc2)nc1-c1ccccc1)NCc1ccccc1
 : ? | -1% | -1 | ? | -2% | 1% | -11 | 0% | ?
- O=C(NCC(c1ccco1)N1CCCC1)c1cn(Cc2ccccc2)nc1-c1ccccc1 (stereo not given)
 : ? | -6% | 3 | -1% | i | 17% | -18 | 9% | nt
- CCCCN(c1ccccc1)S(=O)(=O)c1ccc2c(c1)CCN2C(=O)CCC(=O)O
 : -4% | -5% | -10 | 6% | i | -7% | -17 | -1% | -29%
- C[C@H](CO)N1C[C@H](C)[C@@H](CN(C)C(=O)Nc2ccccc2F)OCc2cnnn2CCCC1=O
 : 1% | 7% | 2 | -19% | -20% | 2% | 33 | -20% | -3%
- COc1cc(/C=C2\S/C(=N/S(=O)(=O)Cc3ccccc3)NC2=O)c([N+](=O)[O-])cc1OC
 : 39%[activator] | 2% | 3 | 4% | -10% | -1% | 0 | -1% | 2%
- Cn1c(=NC(=O)CSCC(=O)N2CCCC2)sc2ccccc21
 : 2% | 12% | -4 | -2% | 0% | 4% | -11 | 0% | -2%
- CCOC(=O)c1c(C)nn(-c2ncccc2NC(=O)CCC(=O)O)c1C
 : 22% | 2% | 3 | 1% | -47%[inhibitor] | -21% | 2 | -3% | 0%
- CN(/N=C/c1cc(Br)cc(Br)c1O)c1cccc(C(F)(F)F)n1
 : ? | 3% | -9 | ? | -50%[inhibitor] | ? | ? | 8.9µM* | -30%
- Cc1ccccc1CSc1nnnn1-c1ccc(C(N)=O)cc1
 : 12% | 10% | -9 | -2% | -18% | 13% | 10 | 1% | ?
- CCCCC1(O)CC(C(F)(F)F)=NN1C(=O)COc1ccccc1 (stereo not given)
 : ? | 11% | 5 | 7% | i | 9% | 12 | 20% | ?
- CC(C)OC(=O)c1cccc(C(=O)O)n1
 : 4% | -8% | -2 | -19% | i | 0% | 13 | 0% | 0%
- CC(C#N)On1c(SC(C)C#N)nc2ccccc2c1=O (stereo not given)
 : 73%[activator] | 7% | 1 | 8% | -6% | 24% | 4 | 8% | 8%
- O=c1c(Cc2ccc(Cl)cc2Cl)c(O)ccn1CC(F)(F)F
 : -15% | 3% | -4 | -5% | -4% | 20% | 1 | -2% | 7%
- Cc1cccc(N2C(=O)N(Cc3ccc(C(C)(C)C)cc3)c3ccccc3S2(=O)=O)c1
 : -27% | 1% | 2 | 2% | -21% | 21% | nt | nt | ?
- Cc1nn(CCC(=O)NC(C)C)c(=O)c2nn(-c3ccccc3)c(C)c12
 : -7% | nt | 8 | 0% | 19% | 23% | nt | nt | ?

Record cards (already shown). Values in the order: GLP-1R inv ag, GLP1R ag, D3 ag, GLP1R cytotox, PTHR1 ag, TDP-43 yeast inh, DRD3 antagonist, aSyn yeast inh, KB-V1 MDR tox
`COc1cc(/C=C2\S/C(=N/S(=O)(=O)Cc3ccccc3)NC2=O)c([N+](=O)[O-])cc1OC` across the screens: 39%[activator], 2%, 3, 4%, -10%, -1%, 0, -1%, 2%
`CN(/N=C/c1cc(Br)cc(Br)c1O)c1cccc(C(F)(F)F)n1` across the screens: ?, 3%, -9, ?, -50%[inhibitor], ?, ?, 8.9µM*, -30%
`CCCCC1(O)CC(C(F)(F)F)=NN1C(=O)COc1ccccc1` (stereo not given) across the screens: ?, 11%, 5, 7%, i, 9%, 12, 20%, ?
`Cc1cccc(N2C(=O)N(Cc3ccc(C(C)(C)C)cc3)c3ccccc3S2(=O)=O)c1` across the screens: -27%, 1%, 2, 2%, -21%, 21%, nt, nt, ?
`Cn1c(=NC(=O)CSCC(=O)N2CCCC2)sc2ccccc21` across the screens: 2%, 12%, -4, -2%, 0%, 4%, -11, 0%, -2%

Quoted at random: 2 entries already listed
Below each SMILES – GLP-1R inv ag | GLP1R ag | D3 ag | GLP1R cytotox | PTHR1 ag | TDP-43 yeast inh | DRD3 antagonist | aSyn yeast inh | KB-V1 MDR tox
- Cc1nn(CCC(=O)NC(C)C)c(=O)c2nn(-c3ccccc3)c(C)c12
 : -7% | nt | 8 | 0% | 19% | 23% | nt | nt | ?
- COc1cc(/C=C2\S/C(=N/S(=O)(=O)Cc3ccccc3)NC2=O)c([N+](=O)[O-])cc1OC
 : 39%[activator] | 2% | 3 | 4% | -10% | -1% | 0 | -1% | 2%
